Source: PubChem BioAssay
AT treatment = potential ataxia-telangiectasia treatments restoring KAP-1 phosphorylation | AID 485349 | Potency, µM (top dose mostly 57.5 µM), without a hit: at the highest dose activation, most hits filed as activators | […] A-T fibroblasts, KAP-1 phosphorylation AlphaLISA; neocarzinostatin DNA damage 30 min before lysis | hit rate 0.19% among 320,000; note: potency is the fitted concentration of half-maximal effect; % of control where 0% means no effect; nearly all actives have a fitted effect of over 45% in size
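ATM-like activity read as KAP-1 phosphorylation via AlphaLISA donor/acceptor antibody pairs after lysis and 6 hr at 25C. Cells were ATM-null patient fibroblasts ([…], hTERT), dosed 60 min, then exposed to the DSB inducer NCS for 30 min.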
USP2a block = USP2a (human) protease inhibition; AID 463254; Potency, µM (top dose mostly 38.3 µM), inactives show top-dose activity change, negative = inhibition, most hits filed as inhibitors; O75604; USP2 core, Ub-CHOP2 coupled fluorogenic reporter, 485/531; hit rate 0.01% among 330,000;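 note: potency is the fitted concentration of half-maximal effect; plate controls were DMSO wells for no effect and full inhibition by NEM control for full effect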
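Cell-free coupled assay: 10nM USP2 core preincubated 30min RT with compound in Tris-HCl pH 8.0/CaCl2/CHAPS buffer, then 25nM Ub-CHOP2 and 25nM reporter substrate; fluorescence (Ex 485/Em 531) read after 60min RT, normalized to NEM inhibition, concentration-response curves fitted.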
TRPV1 ag = human TRPV1 agonism; Q8NER1; TRPV1-expressing cells, Fluo-8 calcium influx, agonist mode; activation, % at 8.33 µM; hit rate 0.19% among 320,000; AID 540275; in the data active = activation above about 80%; inconclusive = between about 30% and that limit; note: 0% is about no effect
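TRPV1-expressing cells were cultured overnight at 35.5C and loaded with Fluo-8 calcium dye for 40 to 90 min at room temperature. After a 10 s baseline, compound was added and calcium influx was read kinetically for 3 min (ex 480/em 520 nm).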
KCNH2 3.1 inh = inhibitors of human KCNH2 3.1 potassium channel isoform; hit rate 0.95% among 340,000; U2OS KCNH2 3.1, thallium flux FluxOr; stronger effect = lower value; activity change, % (tested at about 1.8 µM);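 active = maximum activity change below -70%; inconclusive = maximum activity change from -70% to -50%; inactive = maximum activity change above -50%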;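 note: thallium influx rate constant from kinetic fluorescence after stimulation buffer; % is set by controls: 0 for no effect and ±100 for the full control effect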
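FluxOr-based Tl+ influx in U2OS cells transduced with KCNH2 3.1 virus; rate constants normalized to DMSO controls.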
KCNH2 WT inh = KCNH2 (human, wildtype) channel inhibition; Q12809; U2OS, BacMam KCNH2, thallium flux FluxOr; stronger effect = lower value; activity change, % at 1.84 µM; hit rate 0.37% among 340,000;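 active = maximum activity change below -70%; inconclusive = maximum activity change between -70% and -50%; inactive = maximum activity change above -50%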; note: % is set by controls: 0 for no effect and ±100 for the full control effect
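U2OS cells transduced with wild-type KCNH2 virus are loaded with FluxOr dye for 45 min, and thallium flux is measured in kinetic reads before and after stimulation buffer. Rate constants are normalized to DMSO controls.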
Mito fusion act = blocks mitochondrial division or promotes mitochondrial fusion | S. cerevisiae fusion-defective mutant growth rescue, CellTiterGlo 48 h | Potency, µM (doses to about 46.1 µM), inactives show top-dose growth rescue (activation), usual class: activators | hit rate 0.23% among 320,000 | AID 485298;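 note: potency is the fitted concentration of half-maximal effect; % of control where 0% means no effect; nearly all actives have a fitted effect of over 45% in size; temperature-sensitive fusion mutants such as fzo1-1 at 37 °C on non-fermentable ethanol glycerol medium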
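S. cerevisiae fusion-defective temperature-sensitive mutants (e.g. fzo1-1, mgm1-5) grown 48 h at 37C in YPEG (ethanol/glycerol non-fermentable) medium with 23 nl compound per well; growth rescue read as CellTiterGlo luminescence.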
ELG1 repair inh = blocks ELG1-dependent DNA repair in HEK293T cells; HEK293T ELG1-luciferase reporter, luminescence, 16 h; DNA damage induced by 5-fluorouridine; Potency, µM (doses to about 46.1 µM), without a hit: at the top dose activity change, negative = inhibition, hits mostly inhibitors; hit rate 2.3% among 330,000; note: potency is the fitted concentration of half-maximal effect; % is set by controls: 0 for no effect and ±100 for the full control effect; nearly all actives have a fitted effect of over 55% in size
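Step one: seed 2,000 cells per well. Step two: pin-transfer compound or DMSO alongside 5-fluorouridine. Step three: incubate 16 hr, 37 °C, 5% CO2. Step four: add ONE-Glo, wait 30 min, read luminescence.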
Eya2 inh = inhibitors of human Eya2 phosphatase activity | O00167 | recombinant Eya2, OMFP fluorescence dephosphorylation (OMFP is methylfluorescein phosphate) | Potency, µM (titrated, usually from 76.9 µM), for inactives: top-dose activity, negative = inhibition, hits mostly inhibitors | hit rate 0.006% among 330,000; note: potency is the fitted concentration of half-maximal effect; % is set by controls: 0 for no effect and ±100 for the full control effect
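Eya2 (0.2 uM) preincubated 10 min at ambient with compound, then OMFP substrate added at 50 uM; 10 min reaction in 50 mM HEPES pH 7.5, 50 mM NaCl, 5 uM MgCl2, 0.05% BSA, 1 mM DTT. Fluorescence read at Ex 485/Em 525 nm.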
TSHR antag = human thyrotropin receptor antagonism; P16473; TSHR-expressing cells, TSH-stimulated cAMP HTRF, 2 h; stronger effect = lower value; activity change, negative = inhibition, % at 11.5 µM; hit rate 0.2% among 330,000;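 active = activity change below a set negative limit, meaning inhibition stronger than a set level, cut at about -70% in these data; inconclusive = activity change between two set negative limits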; note: % is set by controls: 0 for no effect and ±100 for the full control effect
Target sequence (P16473 whole entry, looked up): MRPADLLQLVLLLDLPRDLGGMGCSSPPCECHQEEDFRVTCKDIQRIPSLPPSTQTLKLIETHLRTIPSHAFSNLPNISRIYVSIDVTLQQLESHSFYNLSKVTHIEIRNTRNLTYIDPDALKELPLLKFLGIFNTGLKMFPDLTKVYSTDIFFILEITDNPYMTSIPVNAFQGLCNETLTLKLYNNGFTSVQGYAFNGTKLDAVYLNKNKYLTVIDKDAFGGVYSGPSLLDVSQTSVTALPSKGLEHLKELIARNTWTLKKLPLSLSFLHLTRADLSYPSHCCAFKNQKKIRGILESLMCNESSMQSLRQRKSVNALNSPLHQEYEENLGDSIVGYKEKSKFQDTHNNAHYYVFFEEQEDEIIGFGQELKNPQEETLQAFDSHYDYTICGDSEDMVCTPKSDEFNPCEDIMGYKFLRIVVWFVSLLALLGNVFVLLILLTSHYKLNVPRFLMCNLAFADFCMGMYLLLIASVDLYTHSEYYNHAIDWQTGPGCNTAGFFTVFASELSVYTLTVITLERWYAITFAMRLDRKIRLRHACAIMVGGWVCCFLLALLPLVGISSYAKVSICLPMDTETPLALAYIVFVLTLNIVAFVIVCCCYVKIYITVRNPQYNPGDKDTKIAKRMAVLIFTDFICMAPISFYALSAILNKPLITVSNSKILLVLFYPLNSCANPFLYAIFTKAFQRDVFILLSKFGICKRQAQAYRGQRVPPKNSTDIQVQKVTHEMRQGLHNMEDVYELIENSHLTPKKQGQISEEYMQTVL
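Inhibition of cAMP made by TSHR-expressing cells under TSH stimulation (4nM final, EC80; 2 h, 37 deg C) is quantified with a one-step lysis HTRF kit, anti-cAMP cryptate versus cAMP-d2.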
TCR activator = activators of T cell receptors; primary human leukocytes, anti-CD3, IL-2 HTRF, 48 h; Potency, µM (doses to about 9.22 µM), for inactives: top-dose activation of IL-2 secretion, actives largely listed as activators; 330,000 tested, under 10 active; note: % of control where 0% means no effect
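Primary human leukocytes were stimulated with a-CD3 beads plus compounds for 48 hr without co-stimulation; secreted IL-2 was quantified by HTRF using a-IL-2-K (europium cryptate) and a-IL-2-d2, excited at 320nm with acceptor emission read at 665nm.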
An asterisk follows results filed as active; i = inactive; ? = inconclusive; / = not tested or not shown; [ ] = another dose, or the depositor's remark. Unless noted, calls come from the whole dose curve; as a rule, active = well fitted curve in the direction sought with a large enough effect; inconclusive = small, poorly fitted or top-dose-only effect, or another doubt; inactive = no such curve, though single readings can be large; an effect the other way counts as inactive or inconclusive. Not all compounds are listed; count on the stated rates, not on these rows.

SMILES	AT treatment	USP2a block	TRPV1 ag	KCNH2 3.1 inh	KCNH2 WT inh	Mito fusion act	ELG1 repair inh	Eya2 inh	TSHR antag	TCR activator
Cc1ccc(Cl)cc1NC(=O)C1CC(=O)N(C(C)C)C1 (stereo not drawn)	-2%	-1%	-3	-8	-6	2%	2%	9%	2	/
CCOc1ccc(NC(=O)CN(C)C(=O)c2ccc(N3CCCCC3)c([N+](=O)[O-])c2)cc1OCC	-6%	3%	4	-18	14	-7%	-17%	6%	14	-118%
COc1cc(OC)cc(C(=O)NCCCN2CCN(CCCNC(=O)c3cc(OC)cc(OC)c3)CC2)c1	0%	1%	3	0	3	0%	-3%	2%	4	1%[46.1 µM]
Cc1ccc(N(C(=O)c2ccn[nH]2)C(C(=O)NC2CCCC2)c2cccs2)cc1 (stereo not drawn)	7%	0%	2	/	/	1%	7%	-10%	-27	/
CCCN1CCC(NC(=O)Cc2cccc(C)c2)CC1	5%	-2%	4	14	9	1%	-2%	4%	-3	-1%
CN(C)c1ccc(C(CNC(=O)c2cccs2)N(C)C)cc1 (stereo not drawn)	-12%	5%	-4	-2	11	14%	0%	-6%	-8	-3%
CC(=O)c1cccc(S(=O)(=O)N2CCN(CCOc3ccccc3)CC2)c1	-4%	0%	5	18	17	4%	?	11%	11	/
CCCC1(C(=O)OCC)NC(c2ccc(OC)cc2OC)C2C(=O)N(c3ccccc3)C(=O)C21 (stereo not drawn)	2%	-3%	11	0	0	-4%	12µM*	-15%	23	-4%[46.1 µM]
Cc1cc(=O)n2[nH]c(CCC(=O)O)nc2n1	-1%	3%	-1	-6	3	0%	3%	1%	9	-6%
O=C(Nc1ccc2nc3n(c(=O)c2c1)CCCCC3)c1cc([N+](=O)[O-])ccc1F	-42%[inhibitor]	1%	0	-2	4	-16%	?	-1%	-20	-3%
COc1ccc(OC)c(NC(=O)c2cc(S(=O)(=O)N3CCCC3)cn2C)c1	-9%	3%	1	-1	6	0%	-7%	-2%	-3	6%
CCCOC(=O)c1ccc(Oc2coc3c(CN(CC)CC)c(O)ccc3c2=O)cc1	-3%	-2%	1	2	0	-9%	2%	2%	-2	8%[46.1 µM]
Cc1nc2ccccn2c(=O)c1NC(=O)c1cccc2ccccc12	-9%	-2%	7	0	-3	0%	?	2%	-4	-3%
O=S(=O)(Cc1ccccc1)NCC1CCCN(Cc2ccc3nonc3c2)C1 (stereo not drawn)	-6%	-6%	4	6	4	3%	-10%	0%	20	4%
Fc1cccc(Cl)c1/C=N/Nc1c(Cl)cncc1Cl	-4%	4%	13	11	-1	-1%	?	0%	-24	2%[46.1 µM]
Cc1ccc(Cn2c(SCC(=O)NCC3CCCO3)nc3c2c(=O)n(C)c(=O)n3C)cc1 (stereo not drawn)	-3%	2%	3	-6	2	-1%	?	-1%	-4	5%
COc1ccc(-c2nc(NC3=NCCCCC3)sc2C)cc1	1%	2%	?	1	30	3%	-14%	-1%	6	-1%
CC[C@@H](C)C(NC(=O)OC(C)(C)C)c1cn([C@@H](CCC(=O)OC(C)(C)C)C(=O)N2CCN(C(=O)OC(C)(C)C)CC2)nn1 (stereo partly drawn)	-6%	1%	-3	-3	-4	0%	?	-18%	9	5%
COc1ccc(CCNC(=O)CSc2nc3ncccc3[nH]2)c(OC)c1	-3%	2%	2	-4	-6	2%	-4%	-8%	-2	1%
COCCNC(=O)C1=C(N)C(C(=O)Nc2ccc(C)c(S(=O)(=O)N3CCCCC3)c2)SC1=Nc1ccc(C)cc1C (stereo not drawn)	4%	-13%	-3	-4	-27	5%	?	22%	-5	/
O=C(NCS(=O)(=O)c1ccccc1)c1ccccc1	-2%	1%	1	-20	4	0%	27%	0%	7	10%
O=S(=O)(NCC1CCCO1)c1ccc2ccccc2c1 (stereo not drawn)	-3%	0%	-1	-8	7	1%	-2%	-7%	-2	1%
O=C(OCc1ccccc1)/C(=C/c1cccc(Br)c1)NC(=O)c1ccco1	8%	1%	24	-13	18	1%	?	-8%	-8	2%
COc1ccccc1Cc1nc2ccccc2n1S(=O)(=O)c1ccc(Cl)cc1	1%	1%	6	-7	-4	-1%	8%	2%	28	-1%[46.1 µM]
COc1ccc(C(=O)NCc2nnc(SC)n2C2CCCCC2)cc1	5%	-1%	-2	-1	0	-2%	-3%	-4%	-8	2%[46.1 µM]
CCOc1cc(N2CCOCC2)c(OCC)cc1NC(=O)c1ccc(C)s1	-2%	0%	?	8	7	2%	?	-6%	-28	1%
Cc1noc(C)c1COc1ccc(C(=O)N(C)CCOc2ccccc2)cc1	7%	1%	1	13	-3	16%	-8%	-11%	-10	7%
COCCNC(=O)Cn1nc(C(F)(F)F)c(Br)c1C	14%	0%	1	9	-6	0%	-1%	-16%	-6	-4%
CN(C)c1ccc(/C=C/C(=O)c2ccc3c(c2)OCCO3)cc1[N+](=O)[O-]	-1%	-17%	17	3	-7	8%	24%	-4%	-21	-1%[46.1 µM]
C=CCN(CC=C)CC(=O)Nc1cccc(Oc2cnccn2)c1	10%	0%	12	-4	-11	-1%	-3%	5%	-8	6%
O=C1COc2ccc(S(=O)(=O)N3CCN(c4ccccc4)CC3)cc2N1	8%	-5%	5	2	-2	1%	0%	4%	4	-3%
CS(=O)(=O)N(CC(=O)N1CCCCC1)C1CCCCC1	4%	1%	/	0	15	-2%	7%	11%	-7	-29%
COC(=O)c1ccccc1C(=O)N1CC(O)CO1 (stereo not drawn)	2%	-1%	-1	18	-1	-6%	2%	1%	4	1%
COc1ccc(Nc2ncnc3sc(C)cc23)cc1	0%	4%	?	8	12	-12%	?	3%	5	-4%
Nc1[nH]nc2nc(N3CCCC3)nc(-c3ccccc3)c12	6%	-5%	21	4	-8	-1%	-1%	10%	13	-1%
COC(=O)c1sc(N2C(=O)C(O)=C(C(=O)c3ccc(C)o3)C2c2ccc(F)cc2)nc1C (stereo not drawn)	-4%	-2%	1	-8	-9	-5%	?	17%	9	6%
C=CCc1c(C)[nH]c(=O)[nH]c1=O	-4%	1%	2	12	0	-3%	-2%	3%	3	0%
CCOC(=O)N(C)c1ccc(C(O)(C(F)(F)F)C(F)(F)F)cc1	-8%	1%	-1	34	-18	11%	14%	-10%	-6	14%
CCc1ccc(N=CC2=C(O)CC(c3ccco3)CC2=O)cc1 (stereo not drawn)	/	-10%	0	-18	-24	1%	?	6%	-3	-2%
CN(C)C(=O)c1ccc(NC(=O)c2ccccc2-c2ccccc2)cc1	10%	1%	1	3	-8	-1%	5%	-6%	-12	-2%
CN(C)S(=O)(=O)Oc1ccc(C(=O)Nc2cccc(Cl)c2)cc1	9%	-1%	?	5	i	11%	?	0%	2	0%
Cc1ccc(-c2cn(S(=O)(=O)c3ccc(C)cc3)nc2N)cc1	3%	9%	0	-29	-10	6%	-12%	-17%	-1	2%
O=C1/C(=C\c2ccc(O)c(O)c2)C(c2ccccc2)=NN1c1ccccc1	2%	1%	2	1	5	-1%	-5%	2%	-31	/
O=C(Nc1nnc(S(=O)(=O)N2CCCCCC2)s1)c1ccc(Br)cc1	0%	0%	1	8	3	-2%	5%	-6%	-30	12%
CC(OC(=O)CC1CCCCC1)C(=O)Nc1ccc(F)cc1 (stereo not drawn)	-1%	1%	83*	-7	3	9%	5%	6%	-6	2%
COc1cc(C2CC(=O)Oc3cc(C)cc(C)c32)cc(OC)c1OC (stereo not drawn)	8%[11.5 µM]	2%	/	-5	-2	/	12%	0%	-17	1%[46.1 µM]
CCOC(=O)CSc1ncc(OC)c(=O)[nH]1	-1%	1%	1	1	4	-1%	0%	9%	-1	-3%
COc1ccccc1CNC(=O)c1cc(S(=O)(=O)N2CCOCC2)cn1C	-5%	0%	-2	-39	12	-2%	24%	-7%	-2	1%
COC(=O)C(NNc1ccccc1C)(NC(=O)c1ccc(F)cc1)C(F)(F)F (stereo not drawn)	4%	-2%	3	-17	-4	4%	-21%	0%	-11	-4%
CCN(CC)S(=O)(=O)N1CCN(S(=O)(=O)N2CCOCC2)CC1	4%	1%	1	7	8	-4%	15%	5%	-22	2%
Cc1ccccc1OCC(O)Cn1c(Br)nc2c1c(=O)[nH]c(=O)n2C (stereo not drawn)	-5%	0%	4	16	-24	-7%	?	-20%	4	-3%
COc1ccc(OC)c(NC(=O)CN(Cc2ccc(Cl)cc2)S(C)(=O)=O)c1	1%	1%	8	3	0	7%	?	-2%	-14	-3%
